CSN deneddyl inh: blocks human CSN-mediated cullin deneddylation; Purified CSN, SCF-Nedd8-OG deneddylation, fluorescence polarization; 360,000 compounds, 0.38% hits; inhibition, % at 12.5 µM; Q92905;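 active = pattern-corrected inhibition above about 35%, with an unprinted fluorescence ratio check between 0.5 and 1.5, limit read from the data, passing the limit was not always enough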;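 also: 0% = enzyme with substrate and 100% = substrate without enzyme; some results filed as inactive read as strong as hits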
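test system = HEK293T-derived human Csn5 enzyme | amount = 0.24 nM Csn5 enzyme, final concentration | medium = Tris/NaCl/DTT buffer, pH 7.5 | schedule = 90 min reaction at room temperature | signal = FP | evaluation = inhibition of Csn5 cleavage, % | compound dosing = single dose of 12.5 µM compound with 0.25% DMSO | probe or stimulus = 10 nM SCFSkp2-Nedd8OG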
MsrA inh: bovine MsrA inhibition | purified bovine MsrA, absorbance read-out | inhibition, % at 15.5 µM | 360,000 compounds, 0.75% hits | AID 651718; in the data active = inhibition above about 4.5%;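 also: 0% = vehicle wells with enzyme and 100% = reference inhibitor wells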
TbMetRS inhib: Trypanosoma brucei MetRS inhibition; AID 624268; purified T. brucei MetRS, ATP depletion, Kinase-Glo luminescence; inhibition, % at 11.9 µM; 360,000 compounds, 0.4% hits;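 active = inhibition above a per-plate cutoff of the control wells' mean inhibition plus 3 SD, cut at about 5.5% in these data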;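 also: 0% = DMSO wells median and 100% = median of wells with control inhibitor compound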
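Dosing: 11.9 µM single point; system: parasite MetRS enzyme; technique: luminescence of leftover ATP; times: 15 min enzyme-compound preincubation, 2 h reaction, 10 min detection, 25 °C; replicates: each compound tested once; read-out basis: percent inhibition relative to median high and low control wells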
E coli Lon inh: E. coli protease La inhibition; P0A9M0; 360,000 compounds, 0.42% hits; purified E. coli Lon protease, fluorescence polarization; inhibition, % at 7.94 µM; in the data active = inhibition above about 13%, passing the limit was not always enough;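 also: 0% = enzyme with probe and DMSO and 100% = no enzyme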
Neddylation inh: inhibitors of human cullin neddylation; P61081+Q13564; TR-FRET cullin neddylation, biochemical; calls only at 25 µM; 360,000 compounds, 0.58% hits; in the data active = inhibition above about 36%
bovine MsrA act: activators of bovine methionine sulfoxide reductase A | purified bovine MsrA, absorbance read-out | activation, % at 10.6 µM | 360,000 compounds, 0.3% hits | AID 602163; in the data active = activation above about 7.5%;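 also: 0% = vehicle and 100% = reference activator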
Rin1-Abl PPI inh: blocks binding of human Rin1 to Abl; P00519+Q13671; AID 588664; TR-FRET Rin1/Abl binding, biochemical; 360,000 compounds, 0.4% hits; inhibition, % at 7.35 µM; in the data active = inhibition above about 5%, passing the limit was not always enough
FAS TE block: blocks the thioesterase domain of human fatty acid synthase. 360,000 compounds, 0.67% hits. inhibition, % at 15 µM. recombinant FAS-TE, OMFH fluorogenic substrate, fluorescence endpoint. AID 602261;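 active = compounds whose normalised, plate-corrected inhibition of enzyme fluorescence in the single-dose primary screen is 50% or more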;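 also: 0% = DMSO with enzyme and 100% = substrate without enzyme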
PABP1 MLLE inh: inhibitors of microRNA-mediated deadenylation, human PABP1 MLLE binding; 360,000 compounds, 0.36% hits; P11940; GST-MLLE / FITC-PAM2 fluorescence polarization; inhibition, % at 20 µM; in the data active = inhibition above about 35%, passing the limit was not always enough;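 also: plate controls were DMSO wells with GST-MLLE for no effect and wells lacking GST-MLLE protein for full effect; some results filed as inactive read as strong as hits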
Starred values were filed as active, the others as inactive; i = inactive; / = no result given; + = active, no number. Compounds as they come; about 4% have a hit in one of these screens.

Structure	MsrA inh	E coli Lon inh	PABP1 MLLE inh	CSN deneddyl inh	Rin1-Abl PPI inh	Neddylation inh	TbMetRS inhib	bovine MsrA act	FAS TE block
CN(C(=O)COC(=O)CCC(=O)c1ccc(F)cc1)C1CCCCC1	1.1	-4	-5	2	1	i	-0.4	-6	-6
CCOc1ccc(CCNC(=O)c2nn(C)c3c2CS(=O)(=O)c2ccccc2-3)cc1	0.0	-1	10	-1	5	i	-0.2	-3	16
O=C(CSc1nnc(-c2ccco2)o1)Nc1cccc([N+](=O)[O-])c1	0.1	-10	-18	4	-3	i	-0.3	1	-3
Cc1noc(C)c1COc1ccc(C(=O)OCc2nnc(-c3ccc(Cl)cc3)o2)cc1	0.5	-2	-15	3	2	i	-0.7	-7	21
Cc1nnc(C)c2c(C)n(N)c(C)c12	0.4	-4	-13	-1	4	i	-0.6	0	0
COC(=O)c1ccc2c(=O)[nH]c(CCl)nc2c1	0.2	0	9	-7	0	i	0.0	-1	-6
C=CCn1c(O)c(N=Nc2ccccc2O)c2ccccc21	0.7	-217	-128	47*	-1	i	-0.2	0	-10
C=CC[N+]1(CC(=O)NCc2ccc(NC(C)=O)cc2)CCOCC1	-0.7	-6	-10	-1	-1	i	-0.5	-2	-3
O=C(c1ccccc1)c1ccc(Oc2ccc([N+](=O)[O-])cc2[N+](=O)[O-])cc1	1.3	-2	12	5	0	i	-0.2	-4	30
COc1cccc(/C=N/NC(=O)c2ccoc2C)c1	-0.7	-2	-8	-10	-1	i	0.2	-2	-3
COc1ccccc1C(=O)Nc1ccccc1C(=O)NCc1ccco1	0.5	-6	-7	2	2	i	-0.5	-14	1
Cc1cc(C)n(C(=O)c2cccc([N+](=O)[O-])c2)n1	-1.0	-7	-4	-6	2	i	-0.1	-3	-2
Cc1nc2c(ccc3nc(NC(=O)Cc4ccccc4)sc32)s1	-0.3	-7	-6	1	3	i	-0.1	-5	8
Cc1cc(=O)[nH]c(SCC(=O)Nc2nc3c(s2)CCCC3)n1	-0.8	-1	22	1	-2	i	-0.2	-3	-3
CC(=O)NCCNC(=O)c1cccc(NS(=O)(=O)c2ccc3c(c2)OCCO3)c1	-1.2	-6	3	-3	-1	i	-0.5	-2	-4
O=C(c1ccc([N+](=O)[O-])cc1Cl)N1CCN(c2ccccn2)CC1	-0.5	6	4	6	-2	i	-0.6	-2	1
O=C(c1ccc2nc(-c3ccccc3)c(-c3ccccc3)nc2c1)N1CCCCC1	0.7	-3	-3	0	-1	i	-0.2	-4	25
Cc1noc(C)c1COC(=O)CCc1ccc(S(=O)(=O)N2CCCCC2)cc1	0.2	-8	-20	4	2	i	-0.4	-2	7
CC(C)N(C(=O)COC(=O)c1ccc(Cl)nc1)C(C)C	0.8	6	-4	2	1	i	-0.9	-9	-12
N#CC(C#N)=C1c2cc(S(N)(=O)=O)ccc2-c2ccc(S(N)(=O)=O)cc21	1.6	2	-31	7	-6	i	0.2	3	7
Cc1cc(C)cc(Oc2coc3cc(OC(=O)c4cccnc4)ccc3c2=O)c1	1.9	-1	2	-3	-1	/	-0.3	-4	6
Cc1ccccc1-c1cc(-c2ccccc2O)n[nH]1	0.2	1	9	-1	0	i	-0.2	1	-10
S=c1[nH]nc(NC2CCCCC2)s1	-0.1	-5	22	0	-9	i	0.1	4	-4
O=C(O)c1cccc(S(=O)(=O)Nc2ccc3[nH]c(=O)[nH]c3c2)c1	0.0	-7	-1	-1	1	i	0.1	-1	-5

Entries of single compounds, looked up by structure. Values in the order: MsrA inh, E coli Lon inh, PABP1 MLLE inh, CSN deneddyl inh, Rin1-Abl PPI inh, Neddylation inh, TbMetRS inhib, bovine MsrA act, FAS TE block
Cc1cc(C)n(C(=O)c2cccc([N+](=O)[O-])c2)n1 is listed as -1.0, -7, -4, -6, 2, i, -0.1, -3, -2
CC(C)N(C(=O)COC(=O)c1ccc(Cl)nc1)C(C)C is listed as 0.8, 6, -4, 2, 1, i, -0.9, -9, -12
COC(=O)c1ccc2c(=O)[nH]c(CCl)nc2c1 is listed as 0.2, 0, 9, -7, 0, i, 0.0, -1, -6
S=c1[nH]nc(NC2CCCCC2)s1 is listed as -0.1, -5, 22, 0, -9, i, 0.1, 4, -4
O=C(c1ccc([N+](=O)[O-])cc1Cl)N1CCN(c2ccccn2)CC1 is listed as -0.5, 6, 4, 6, -2, i, -0.6, -2, 1

The list goes on.
Structure	MsrA inh	E coli Lon inh	PABP1 MLLE inh	CSN deneddyl inh	Rin1-Abl PPI inh	Neddylation inh	TbMetRS inhib	bovine MsrA act	FAS TE block
COc1ccc(N(CC(=O)NCc2cccc(OC)c2)S(=O)(=O)c2c(C)noc2C)cc1	0.1	-4	-6	-4	1	i	-0.3	-2	0
Cc1ccc(/C=N/N2CCN(Cc3cccc4ccccc34)CC2)s1	-0.2	-4	12	-5	-3	i	-0.3	-5	23
CC(NC(=O)C(=O)NCCN1CCN(C(=O)c2ccccc2Br)CC1)c1ccccc1 (stereo not drawn)	-0.7	3	0	4	1	i	-0.4	-2	-1
COc1ccc(C(=O)NC(=O)COC(=O)CCS(=O)(=O)c2ccc(C)cc2)cc1	1.1	-9	8	1	2	i	-0.5	-4	-6
O=C(/C=C/c1ccccc1)N1CCN(c2c(Cl)cccc2[N+](=O)[O-])CC1	-1.1	-2	16	-1	-1	i	-0.4	-2	25
COc1ccnc(Nc2ccc(C)c(C)c2)c1C#N	-0.4	-8	-16	3	-3	i	-0.8	-6	-6
CCC(=O)c1ccc(OCC(=O)Nc2ccc(S(=O)(=O)Nc3cc(C)nc(C)n3)cc2)cc1	0.6	5	-33	-2	4	i	0.3	-1	-2
CCNc1nc(NC(C)CC)nc(Oc2ccc(=O)[nH]n2)n1 (stereo not drawn)	0.5	-7	1	-2	2	i	-0.1	-1	-5

An excerpt of these results, as labelled records.
COC(=O)c1ccc2c(=O)[nH]c(CCl)nc2c1
  MsrA inh = 0.2 | E coli Lon inh = 0 | PABP1 MLLE inh = 9 | CSN deneddyl inh = -7 | Rin1-Abl PPI inh = 0 | Neddylation inh = i | TbMetRS inhib = 0.0 | bovine MsrA act = -1 | FAS TE block = -6
O=C(O)c1cccc(S(=O)(=O)Nc2ccc3[nH]c(=O)[nH]c3c2)c1
  MsrA inh = 0.0 | E coli Lon inh = -7 | PABP1 MLLE inh = -1 | CSN deneddyl inh = -1 | Rin1-Abl PPI inh = 1 | Neddylation inh = i | TbMetRS inhib = 0.1 | bovine MsrA act = -1 | FAS TE block = -5
CCOc1ccc(CCNC(=O)c2nn(C)c3c2CS(=O)(=O)c2ccccc2-3)cc1
  MsrA inh = 0.0 | E coli Lon inh = -1 | PABP1 MLLE inh = 10 | CSN deneddyl inh = -1 | Rin1-Abl PPI inh = 5 | Neddylation inh = i | TbMetRS inhib = -0.2 | bovine MsrA act = -3 | FAS TE block = 16

Next section
Structure	MsrA inh	E coli Lon inh	PABP1 MLLE inh	CSN deneddyl inh	Rin1-Abl PPI inh	Neddylation inh	TbMetRS inhib	bovine MsrA act	FAS TE block
O=C1NC[C@H](CCCCN2CCN(CCC3CCCCC3)C(=O)C2=O)N(CCc2ccc(O)cc2)C1=O	-0.3	1	/	1	/	i	0.2	-2	-12
CC(=O)Nc1cccc(C(=O)OCC(=O)NNC(=O)c2ccc([N+](=O)[O-])cc2)c1	0.8	-9	-6	6	3	i	0.5	0	3
CN1OC[C@@H]2CN(C(=O)c3ccco3)[C@H](c3ccc(-c4ccc(C#N)cc4)cc3)C[C@@H]21	0.1	-1	-4	-2	-5	i	-0.7	-3	-5
Cc1cc(C(=O)NCCCN2CCN(c3cc(Cl)ccc3C)CC2)n(-c2ccccc2)n1	0.5	-10	6	3	0	i	-0.3	-1	10
Cc1ccc(S(=O)(=O)C/N=C(/NC(=S)N(c2ccccc2)c2ccccc2)c2ccccc2)cc1	0.4	7	11	2	1	i	0.8	1	16
CCCCCCn1c(=O)n2n(c1=O)[C@@H]1CN(S(=O)(=O)c3ccc(C)cc3)C[C@]1(O)[C@@H](OC(=O)NC1CC1)C2	-0.4	-3	-14	0	-5	i	-0.4	-3	-9
CCn1c(C)[n+](CCOC(C)=O)c2cc(Cl)c(Cl)cc21	0.2	-3	-128	-1	2	i	0.5	-2	-5
COc1ccc(N(CC(=O)Nc2ccc(C)cc2C)S(=O)(=O)c2c(C)n[nH]c2C)cc1	-0.8	-8	-4	1	4	i	0.1	-5	-2

The final three entries of the section before open the next one:
Structure	MsrA inh	E coli Lon inh	PABP1 MLLE inh	CSN deneddyl inh	Rin1-Abl PPI inh	Neddylation inh	TbMetRS inhib	bovine MsrA act	FAS TE block
CCCCCCn1c(=O)n2n(c1=O)[C@@H]1CN(S(=O)(=O)c3ccc(C)cc3)C[C@]1(O)[C@@H](OC(=O)NC1CC1)C2	-0.4	-3	-14	0	-5	i	-0.4	-3	-9
CCn1c(C)[n+](CCOC(C)=O)c2cc(Cl)c(Cl)cc21	0.2	-3	-128	-1	2	i	0.5	-2	-5
COc1ccc(N(CC(=O)Nc2ccc(C)cc2C)S(=O)(=O)c2c(C)n[nH]c2C)cc1	-0.8	-8	-4	1	4	i	0.1	-5	-2
COc1cc(OC)cc(C(=O)NCCNC(=O)c2ccccn2)c1	1.3	6	0	5	0	i	-0.6	-1	-3
Cc1ccc(C(O)c2ncc(-c3ccc(F)cc3)[nH]2)cc1F (stereo not drawn)	-0.9	-5	-6	2	1	i	-0.4	-3	4
CCOC(=O)C(NC(=O)c1ccccc1)=C1C=C(C)OC(C)=C1	3.3	0	-8	1	0	i	-1.1	-6	-6
COc1cc(C)c2sc3ccccc3c(=O)c2c1NCCN(C)C	0.5	-2	-7	2	-22	i	0.2	-2	-4
O=C(NCc1ccccn1)Nc1cc(Cl)cc(Cl)c1	0.0	5	1	3	0	i	2.7	-3	6
CCCN(CCC)c1cc(Cl)nc(N)n1	0.7	1	-3	-6	1	i	-0.8	-7	-9
CCCCCCn1cc(C(=O)O)c(=O)c2cc(F)c(N3CCN(C)CC3)cc21	/	0	1	2	2	+	-0.4	-3	11
Cc1onc(-c2c(Cl)cccc2Cl)c1C(=O)O/N=C(\C#N)c1c(Cl)cccc1Cl	-0.8	3	2	-1	-2	i	-0.8	0	-4
COC(=O)c1ccc(NC(=O)CCc2c(C)nc3ncnn3c2C)cc1	-0.8	8	1	3	-2	i	0.6	-1	-2
COC(=O)c1cc(C#N)c(NCc2ccccc2)nc1C	-1.1	-6	8	-3	1	i	1.4	-7	10
Cc1cc(C)cc(-n2nnnc2SCC(=O)Nc2nc(-c3ccc(F)cc3)cs2)c1	-1.1	-7	-1	2	2	i	0.1	3	-1
CN(C)S(=O)(=O)c1cccc(N2C(=O)CC3(CCCCC3)CC2=O)c1	0.6	-13	5	-2	1	i	-1.4	-14	-11
NC(=O)c1c(NC(NC(=O)c2ccco2)(C(F)(F)F)C(F)(F)F)sc2c1CCCC2	-1.1	-6	11	-2	-2	i	0.3	-6	-5
CCOC(=O)c1ccc(Oc2c(C)oc3c(CN4CCN(C)CC4)c(O)ccc3c2=O)cc1	2.5	3	1	-6	-1	/	-0.9	-6	-12
Cc1ccccc1/C=N/NC(=O)c1ccc(-n2cnnn2)cc1	0.7	10	11	0	-2	i	-0.1	-4	-3
COc1ccc(C(=O)O/N=C/c2ccc(S(=O)(=O)c3ccc(Cl)cc3)nc2)cc1	0.6	3	-12	-2	0	i	0.2	-4	-1

Source: PubChem BioAssay (several laboratories)
